Screening results (PubChem)
BRCA1 expr act: increases BRCA1 expression | MCF7-BRCA1-FFLuc reporter, luminescence, 48 h; response scale: scaled: vehicle 0%, 10 µM genistein 100% | Potency, µM (series often up to 46.1 µM), without a hit: top-dose activation, usual class: activators | hit rate 1.1% among 380,000 | AID 624202; active = well fitted activation curve with a large enough effect; inconclusive = small, poorly fitted or top-dose-only effect; inactive = no such curve, though single readings can be large or run the other way; also: nearly all actives have a fitted effect of over 80% in size; some results filed as inactive show a strong effect at the top dose
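Luminescence from a BRCA1-driven firefly luciferase in MCF7 cells was read after 48 h compound exposure at 37 C. Data normalized against DMSO and a 10microM genistein activation control, then curve-fitted across the titration.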
* marks the source's active call; other numbers are inactive results; ? = inconclusive. Potency is read from the fitted curve at half-maximal effect.

SMILES	BRCA1 expr act
Cc1ccc(OCCN2CCC2(C)C(=O)Nc2ccc3c(c2)OCCO3)cc1 (stereo not given)	5%
CC1(C(=O)NS(=O)(=O)c2ccccc2Cl)CCN1C(=O)Cc1ccccc1 (stereo not given)	14%
CC1=C(C(=O)N(C(C)C)C(C)C)CC(CC(=O)NCCCN(C)C)C(=O)N1Cc1ccc(C(C)(C)C)cc1 (stereo not given)	0%
Cc1csc2nc(-c3cccc(NS(C)(=O)=O)c3)cn12	40%
CCOC(=O)c1c(C)oc2ncnc(Nc3cccc(C(F)(F)F)c3)c12	-7%
Cc1ccc(C)c(CN2C(=O)c3ccccc3S(=O)c3ccc(C(=O)N4CCN(c5cccc(Cl)c5)CC4)cc32)c1 (stereo not given)	-14%
Cc1cc2nn(-c3ccc(F)cc3)nc2cc1NC(=O)c1cccc2ccccc12	10%
CC(C)c1ccc(NC(=O)c2cc(S(=O)(=O)N3CCCCC3)cn2C)cc1	-4%
CCCCCn1cc2c(c1-c1ccccc1Br)c(=O)n(C)c(=O)n2C	-19%
CCc1ccccc1NC(=O)Cn1nc(-c2cc(C)ccc2C)c2c(c1=O)CCCC2	27%
CCCS(=O)(=O)NC(=O)C1(C)CCN(C(=O)Cc2cccc3ccccc23)C1 (stereo not given)	1%
Cc1cc(Cl)ccc1NC(=O)Cc1ccc(NC(=O)N2CCCCc3ccccc32)cc1	0%
CCCCNC(=O)C1(C)CCN1C(=O)Cc1cccc2ccccc12 (stereo not given)	0%
Cc1ccn2c(NC3CCCCC3)c(-c3ccc(C)o3)nc2c1	-18%
COc1ccc(OC)c(NC(=O)C2CCCN(S(=O)(=O)c3ccc4c(c3)CCCC(=O)N4)C2)c1 (stereo not given)	38%
CCc1nn(CC(=O)NCC(C)c2ccccc2)c(=O)c2cc3occc3n12 (stereo not given)	11%
O=C(CCn1c(=O)c2ccccc2n(CC(=O)Nc2ccc(F)cc2)c1=O)NCCc1ccccc1	0%
CC1(C(=O)N2CCCCC2)CCN1C(=O)Cc1ccc(-c2ccccc2)cc1 (stereo not given)	-34%
COc1ccc(NC(=O)c2nnn(Cc3nc(-c4cc(OC)c(OC)c(OC)c4)oc3C)c2C)cc1Cl	10%
CCCS(=O)(=O)NC(=O)C1(C)CCCN(C(=O)c2ccc(F)cc2Cl)C1 (stereo not given)	9%
CCn1cc2nc(SCc3ccccc3)n(Cc3ccc(C)cc3)c(=O)c2n1	23%
Cn1ccc2c(OCC(=O)Nc3cc(C(F)(F)F)ccc3Cl)cccc2c1=O	0%
CCn1c(=O)c2sccc2n2c(CCC(=O)Nc3ccc(OC)c(Cl)c3)nnc12	6%
CCOc1ccc(Nc2sc(C(=O)c3ccc4c(c3)OCO4)c(N)c2S(=O)(=O)c2ccc(C)cc2)cc1	0%
Cc1ccc(C)c(N2C(=O)N(Cc3cc(=O)n4ccccc4n3)c3ccccc3S2(=O)=O)c1	-54%

(next part)
SMILES	BRCA1 expr act
FC(F)(F)Oc1ccccc1C(c1nnnn1Cc1ccccc1)N1CCN(C/C=C/c2ccccc2)CC1 (stereo not given)	-36%
CCc1nc2c(OCc3ccc(C(F)(F)F)cc3)cccn2c1N(C)C(=O)c1ccco1	-28%
Nc1ccn([C@@H]2O[C@H](C(=O)N3CCCN(Cc4cccs4)CC3)[C@@H](O)[C@H]2O)c(=O)n1	13%
Cc1cccc(C(=O)NCCc2sc(-c3ccccc3)nc2C)c1	10%
CCc1cnc(Nc2nc(C(N)Cc3ccc(Cl)cc3)cs2)nc1 (stereo not given)	-21%
O=C(NCc1ccccc1)c1ccc(CNS(=O)(=O)c2ccc(Br)cc2)cc1	-1%
CC1(C(=O)NS(=O)(=O)c2cccs2)CCN1C(=O)Cc1ccc(-c2ccccc2)cc1 (stereo not given)	17%
CCc1ccc(-n2c(=O)c3c4c(sc3n(Cc3ccc(C)cc3)c2=O)CCC4)cc1	8%
CC1(C(=O)NS(=O)(=O)c2cccc(Cl)c2)CCN1C(=O)COc1ccc(Cl)cc1 (stereo not given)	1%
OCCN(Cc1ccccn1)Cc1ccccn1	1%
Nc1ccc(-c2cc3ccccc3[nH]2)cc1	0%
Clc1cccc(Cc2c(-c3cccc(Cl)c3)nc3c4ccccc4ccn23)c1	4%
O=C(COc1ccccc1C(=O)Nc1ccccc1)Nc1ccc2ccccc2c1	-44%
CN(C)c1ccc(-c2cc(NC=O)c3ncc(-c4ccc(F)c(Cl)c4)n3c2)cc1	7%
Cc1ccc(C(=O)n2nc(C)c(S(=O)(=O)N3CCOCC3)c2C)cc1	3%
Cc1nc(N2CCN(C)CC2)c2nnn(Cc3ccccc3)c2n1	6%
COc1ccc(Cl)cc1-c1cc(C(=O)Nc2cc(OC)c(OC)c(OC)c2)[nH]n1	-51%
COc1ccccc1CCC(=O)Nc1ccc2c(c1)c(=O)n(C)n2Cc1ccc(F)cc1	-39%
Cc1ccc(-c2nn(-c3ccc(F)cc3)c3c2cnc2cc(F)c(F)cc23)cc1	7%
COc1ccc(Cl)cc1NC(=O)c1cc2ccc3ccc(C)[nH]c3c2n1	-9%
Cc1cc(NC(=O)c2csc([C@@H]3O[C@H](CO)[C@H](O)[C@H](O)[C@H]3O)n2)n(C)n1	10%
OC[C@@H]1CN(Cc2ccc(-c3ccccc3)cc2)C[C@H](n2cnc3c(N4CCCC4)ncnc32)O1	-12%
O=C(NCc1ccccc1)c1cc(C2CCCN(S(=O)(=O)c3cccs3)C2)on1 (stereo not given)	-8%
COC(=O)c1ccccc1NC(=O)Cn1c(=O)n(CCCC(=O)NCc2ccccc2Cl)c(=O)c2ccccc21	-3%
CCOC(=O)[C@]12CCCC=C1N(Cc1cccc3ccccc13)C(=O)[C@H](CC(=O)N1CCSCC1)C2	0%

Going on with the list:
SMILES	BRCA1 expr act
COc1cc2nc(SCC(=O)Nc3ccc(F)cc3)n3nc(CCn4c(C)nc5ccccc54)nc3c2cc1OC	3%
C=CCOc1ccc(Cl)cc1-c1noc(-c2csc([C@H]3C[C@H](O)[C@@H](CO)O3)n2)n1	30%
Cc1cc(=O)n2nc(N(C)CC(=O)NCc3ccc(Cl)cc3)sc2n1	-6%
O=C(NCc1ccncc1)[C@@H]1CCCN1C(=O)[C@@H]1CCCN1	7%
Cc1cnc(C(=O)N(c2ccccc2)C(c2ccccc2)c2nc3ccccc3[nH]2)cn1 (stereo not given)	35%
COC(=O)[C@H](Cc1ccccc1)NC(=O)/C=C/[C@H]1O[C@@H](n2cc(C)c(=O)[nH]c2=O)C[C@@H]1O	1%
NC(Cc1ccc(C(F)(F)F)cc1)c1csc(NC(=O)Nc2ccccc2)n1 (stereo not given)	-64%
C[C@@H]1O[C@H](C2CCCC2)Cc2[nH]c(=S)[nH]c(=O)c21	8%
Cn1c(=O)oc2cc(S(=O)(=O)N3CCCC(C(=O)NCCc4ccc(Cl)cc4)C3)ccc21 (stereo not given)	-1%
CCC(=O)N1CCC1(C)C(=O)Nc1ccc(OC(F)F)cc1 (stereo not given)	2%
CC(C)(C)c1ccc(C(=O)NCC(=O)OCc2cc(=O)n3nc(C4CC4)sc3n2)cc1	16%
CCCCOc1ccc(C(=O)Nc2nnc3n2CCS3)cc1	7%
CCCOc1ccc(F)cc1-c1cc(C(=O)NCc2ccc(F)cc2)[nH]n1	0%
COc1cccc(-c2cc(NC=O)c3ncc(-c4cc(OC)c(OC)c(OC)c4)n3c2)c1	?
COc1ccc(S(=O)(=O)N(CC(=O)Nc2cccc(C)c2)c2ccc(C)cc2)cc1OC	-38%
CCc1nc2ccc(C(=O)NCc3cccs3)cn2c1N(CCC(C)C)CCN(C)C	-5%
CN(C)C(=O)c1cccc(-c2cnc3c(NC=O)cc(-c4ccc(C(=O)N5CCOCC5)cc4)cn23)c1	-3%
CCCCn1c(O)c2n(c1=O)Cc1ccccc1N=C2c1ccc(C)cc1	-16%
COc1ccc(COC(=O)C2=C(C)NC(=O)CC2c2cccc(Cl)c2Cl)cc1 (stereo not given)	9%
O=C(Nc1cccc(C(F)(F)F)c1)C1Cc2c(-c3ccccc3Oc3ccccc3)ccnc2O1 (stereo not given)	-36%
CCOc1ccc(NC(=O)C2CCCN(c3ccc(Sc4ccc(C)cc4)nn3)C2)cc1 (stereo not given)	-6%
COc1ccc(-c2noc(-c3ccc(NCc4ccccc4OC)c([N+](=O)[O-])c3)n2)cc1	0%
O=c1[nH]cc(F)c(=O)n1C1OC(CO)C(O)C1O (stereo not given)	23%
C=CCNc1ncnc2c1ncn2[C@H]1CN(Cc2ccccc2)C[C@@H](COC(C)=O)O1	12%
CCNC(=O)C1(C)CCN(C(=O)c2cccc(C#N)c2)C1 (stereo not given)	15%

Random excerpt: 5 compounds from above
SMILES	BRCA1 expr act
Cn1c(=O)oc2cc(S(=O)(=O)N3CCCC(C(=O)NCCc4ccc(Cl)cc4)C3)ccc21 (stereo not given)	-1%
CCCOc1ccc(F)cc1-c1cc(C(=O)NCc2ccc(F)cc2)[nH]n1	0%
COc1ccc(COC(=O)C2=C(C)NC(=O)CC2c2cccc(Cl)c2Cl)cc1 (stereo not given)	9%
COc1cc2nc(SCC(=O)Nc3ccc(F)cc3)n3nc(CCn4c(C)nc5ccccc54)nc3c2cc1OC	3%
COC(=O)[C@H](Cc1ccccc1)NC(=O)/C=C/[C@H]1O[C@@H](n2cc(C)c(=O)[nH]c2=O)C[C@@H]1O	1%

Reformatted with bars between the fields: part of the list above.
Structure | BRCA1 expr act
O=C(Nc1cccc(C(F)(F)F)c1)C1Cc2c(-c3ccccc3Oc3ccccc3)ccnc2O1 (stereo not given) | -36%
CCCCOc1ccc(C(=O)Nc2nnc3n2CCS3)cc1 | 7%
COC(=O)[C@H](Cc1ccccc1)NC(=O)/C=C/[C@H]1O[C@@H](n2cc(C)c(=O)[nH]c2=O)C[C@@H]1O | 1%

Other structures follow:
SMILES	BRCA1 expr act
COC(=O)[C@]12CCCCC=C1N(CCC1=CCCCC1)C(=O)[C@H](CC(=O)N1CCC(c3ccccc3)CC1)C2	-24%
COc1ccccc1-c1csc(Nc2ccc(Oc3ccccc3)cc2)n1	77%
CCC(=O)N1Cc2cc(C(=O)NCC(F)(F)F)nc(-c3cccc(-c4cncnc4)c3)c2[C@H]1CCO	13%
Cn1ccc2c(OCC(=O)NCc3ccc(F)cc3)cccc2c1=O	0%
CCCCN(C=O)c1c(CC)nc2c(OCc3ccc(Cl)cc3Cl)cccn12	-31%
COCCCNC(=O)c1ccc(Cn2c(=O)c3ccccc3n(CC(=O)Nc3c(C)cccc3C)c2=O)cc1	-27%
O=C(N[C@H]1c2ccccc2C[C@H]1O)[C@H]1O[C@@H](n2ccc(=O)[nH]c2=O)[C@H](O)[C@@H]1O	11%
COc1cc(OC)c(NS(=O)(=O)c2cc(-c3cnc(C4CC4)o3)ccc2C)cc1Cl	-29%
O=C(Nc1cccc(F)c1)Nc1nnc([C@@H]2O[C@H](CO)[C@@H](O)[C@H]2O)s1	8%
Cn1nc(C(C)(C)C)cc1C(=O)N1CCCCC1c1cc(C(=O)Nc2cccc(C#N)c2)no1 (stereo not given)	0%
O=C1c2ccccc2C(c2nnnn2Cc2ccccc2)N1Cc1ccc2c(c1)OCO2 (stereo not given)	9%
COc1ccc(-c2cc(NC(C)=O)c3ncc(-c4ccc(F)cc4)n3c2)cc1OC	-19%
CCOc1cccc(C2C=C(c3ccc4c(c3)OCO4)NC(c3ccccc3F)N2)c1O (stereo not given)	0%
COc1ccc(-n2ccnc(NCc3cccs3)c2=O)cc1	60%
CC1(C(=O)Nc2ccc(Cl)c(C(F)(F)F)c2)Cc2c(-c3ccc(C(N)=O)cc3)ccnc2O1 (stereo not given)	-20%
CCOC1=C2[C@@H](CN(S(=O)(=O)c3ccc(C)cc3)[C@H]2c2cccc3ccccc23)[C@H]2C(=O)N(CC)C(=O)[C@H]2C1	-16%
COc1ccc(OC)c(CNC(=O)C2CCN(c3nc4ccccc4nc3C(F)(F)F)CC2)c1	10%
Cc1ccc2nc(-c3ccc(F)cc3)c(Cc3ccccc3C(F)(F)F)n2c1	51%
CC(=O)N1CCc2c(sc3c2c(=O)n(Cc2ccccc2)c(=O)n3Cc2cccc(Cl)c2)C1	8%
COc1ccc(-c2cc(NCc3ccc(C)cc3)n3cnnc3n2)cc1	-28%
Cc1ccc(S(=O)(=O)c2cn(CC(=O)Nc3ccc4c(c3)OCO4)c3ccccc3c2=O)cc1	-34%
COC(=O)c1ccc2nc(-c3cccc(Cl)c3)c(Cc3ccccc3)n2c1	-4%
COc1cc(NC(=O)N2CCc3nc(Nc4cc(Cl)cc(Cl)c4)ncc3C2)cc(OC)c1OC	-62%

7 structures from above, sorted by molecular weight, smallest number first.
SMILES	BRCA1 expr act
O=C(Nc1cccc(F)c1)Nc1nnc([C@@H]2O[C@H](CO)[C@@H](O)[C@H]2O)s1	8%
COc1ccc(-c2cc(NC(C)=O)c3ncc(-c4ccc(F)cc4)n3c2)cc1OC	-19%
COc1cc(OC)c(NS(=O)(=O)c2cc(-c3cnc(C4CC4)o3)ccc2C)cc1Cl	-29%
COc1ccc(OC)c(CNC(=O)C2CCN(c3nc4ccccc4nc3C(F)(F)F)CC2)c1	10%
Cc1ccc(S(=O)(=O)c2cn(CC(=O)Nc3ccc4c(c3)OCO4)c3ccccc3c2=O)cc1	-34%
COc1cc(NC(=O)N2CCc3nc(Nc4cc(Cl)cc(Cl)c4)ncc3C2)cc(OC)c1OC	-62%
COCCCNC(=O)c1ccc(Cn2c(=O)c3ccccc3n(CC(=O)Nc3c(C)cccc3C)c2=O)cc1	-27%

An excerpt, so the mix of outcomes need not match the whole.
